Screening results deposited in PubChem by several laboratories.
bCat nuc transl: modulators of beta-catenin nuclear translocation; 190,000 tested, 0.3% active; nuclear translocation activity, % at 5 µM; HeLa beta-catenin nuclear translocation, immunofluorescence imaging; AID 1665;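 active = nuclear translocation activity above 50% at 5 µM, with a well cell count of 50 or more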;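 note: per-cell ratio of nuclear to cytoplasmic median beta-catenin stain intensity; plate controls were DMSO negative control for no effect and GSK-3 inhibitor IX positive control for full effect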
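Read-out: Nuclear/cytoplasmic beta-catenin signal ratio, % activation | Assay system: Human HeLa cell line | Times: 24 h compound exposure at 37°C, 5% CO2 | Signal: Fluorescence imaging of beta-catenin antibody stain plus DAPI | Dosing: 5 µM primary, 0.02–20 µM confirmation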
Dynein transport: dynein cargo transport inhibition | 3617.4 mouse cells, GR-EGFP nuclear translocation imaging; test concentration mostly 20 µM; stimulated with dexamethasone, 1 µM; active compounds read low | z-score, hits read low | 220,000 tested, 0.47% active | AID 1381;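 active = plate z-score of nuclear minus cytoplasmic receptor signal below a set negative limit, without overly bright fluorescence or cell loss, cut at about -3.5 in these data, passing the limit was not always enough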;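 note: z-score of nuclear minus cytoplasmic ring GR-EGFP intensity difference per well; some compounds called inactive have numbers as strong as hits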
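Also added – dexamethasone, 1.0 µM final · Buffer or medium – tet-free, stripped-serum medium · Schedule – induction 48 h, compound 1 h, agonist 30 min · Detection – formaldehyde fixation, Hoechst nuclear stain, 10x automated fluorescence imaging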
MT stabilizer: microtubule stabilizers in HeLa cells; HeLa tubulin immunostaining HCS, 24 h; share of cells brighter than vehicle mean+2SD; % tubulin-high responders, % at 10 µM; 200,000 tested, 0.83% active; AID 2205;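 active = plate Z-score above 3 for both tubulin-high and condensed-nucleus cell shares, with cell loss under 80%, at 10 µM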;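 note: anti alpha tubulin signal scored within the nucleus-defined area of each cell; some results filed as inactive read as strong as hits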
CSM14.1 death rescue: rescue of cells from ER stress-induced death, primary screen, 384-well, CSM14.1, thapsigargin, ATP luminescence (AID 1222); CSM14.1 thapsigargin-induced death rescue, ATP luminescence; higher % means a stronger effect; one-dose cellular ATP content (survival), % at 20 µM; EC50 in µM for titrated hits; 190,000 tested, under 10 active;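 active = EC50 below 50 µM in the dose-response confirmation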;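 note: death triggered by thapsigargin at about 15 µM added after 2 h compound pretreatment; cell ATP read after overnight thapsigargin exposure of roughly 18 to 22 hours; normalized against plate controls of thapsigargin alone and 5% DMSO vehicle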
XIAP antagonists: small molecules displacing peptide from XIAP – biochemical, IAP family, fluorescence polarization (AID 1018); XIAP BIR domain, fluorescence polarization peptide displacement; higher % means a stronger effect; one-dose displacement, % at 20 µM; IC50 in µM for titrated hits; 200,000 tested, 0.007% active; in the data active = displacement above about 50%; note: a part of the inactive calls stands beside numbers as strong as those of hits
WT yeast gro inh: growth inhibition of WT yeast, mitochondrial fusion screen; mitochondrial fusion phenotypic screen, WT strain; 190,000 tested, 2.1% active; AID 1362; inhibition, % at 10 µM; in the data active = inhibition above about 58%; tested in S. cerevisiae
Hep lipid drop: modulators of hepatic lipid droplet formation. inhibition, % at 6.5 µM. 240,000 tested, 0.4% active. AML12 mouse hepatocytes, oleate lipid droplets, BODIPY imaging;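 active = lipid droplet intensity inhibited by at least 50%, with more than 500 cells counted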
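Test system: AML12 hepatocytes (mouse); reagent: oleate loading, 100 µM; dosing: one dose, 6.5 µM compound; incubation: overnight exposure; signal: fluorescence imaging, 20x objective, two fields per well; read-out basis: % inhibition of corrected integrated BODIPY droplet signal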
Autophagy mod: modulators of autophagy; calls only at 10 µM (by protocol); 190,000 tested, 0.98% active; MEF GFP-LC3 puncta imaging; test concentration mostly 10 µM;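 active = percentage of spot-positive cells more than 3 SD above its plate mean, without a fluorescence outlier flag or 80% toxicity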;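 note: spot-positive cell cutoff set from DMSO-treated cells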
Ins promoter up: MIN6 insulin promoter up-regulation | MIN6 insulin promoter-GFP reporter, high-content imaging; active compounds read high | 190,000 tested, 0.3% active | z-score at 5 µM;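 active = z-score above 3 at 5 µM with at least 500 cells counted in the well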
WT yeast gro inh mutant strain: recorded beside WT yeast gro inh, whose call it bears; inhibition, %; mitochondrial fusion phenotypic screen, mutant strain inhibition
Dynein transport cytoplasmic EGFP: recorded beside Dynein transport, whose call it bears; z-score; measured here: cytoplasmic GR-EGFP intensity; active compounds read high
Dynein transport nuclear GR-EGFP: also measured in Dynein transport; calls as there; z-score; measured here: nuclear GR-EGFP intensity;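 lower value marks the stronger effect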
Dynein transport cell count: second read-out of Dynein transport, no call of its own (marks repeat the call); z-score; measured here: cell count per field
Ins promoter up cell count: recorded beside Ins promoter up, whose call it bears; cell count; measured here: cytotoxicity, nuclei count;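 total cells summed across four imaged fields per well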
Hep lipid drop cells 6.5 µM: also measured in Hep lipid drop; calls as there; cell count; measured here: cell count, cytotoxicity flag;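 cells counted across two imaged fields per well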
bCat nuc transl cell count 5 µM: second read-out of bCat nuc transl, no call of its own (marks repeat the call); cell count; measured here: cell count, cytotoxicity flag
MT stabilizer Hoechst-high %: recorded beside MT stabilizer, whose call it bears; % Hoechst-high responders; measured here: nuclear condensation Hoechst responders;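 share of cells brighter than vehicle mean plus two SD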
MT stabilizer cytotoxicity %: recorded beside MT stabilizer, whose call it bears; toxicity, %; measured here: cytotoxicity by cell density;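 0% = mean cell density of plate MIN control wells and 100% = no cells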
Autophagy mod cell loss 18 h: recorded beside Autophagy mod, whose call it bears; toxicity, %; measured here: cell loss, nuclei count;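 cell loss after 18 h compound exposure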
* hit, by the source's call; i = inactive; . = not tested or not shown.

mol	Autophagy mod	Ins promoter up cell count	Hep lipid drop cells 6.5 µM	CSM14.1 death rescue	MT stabilizer	MT stabilizer Hoechst-high %	Dynein transport nuclear GR-EGFP	Dynein transport	XIAP antagonists	MT stabilizer cytotoxicity %	bCat nuc transl	Dynein transport cell count	Hep lipid drop	Autophagy mod cell loss 18 h	Ins promoter up	WT yeast gro inh mutant strain	Dynein transport cytoplasmic EGFP	WT yeast gro inh	bCat nuc transl cell count 5 µM
CCOC(=O)c1ccccc1NC(=O)COc1ccccc1	i	1354	732	3.7%	2.0	1.3	-0.43	-0.92	-3.2%	7.5	-0.6	-0.42	5	4	-0.57	10	-0.22	7	1196
O=C(O)[C@H](CO)Nc1ncnc2sc3c(c12)CCC3	i	1585	.	1.5%	3.3	3.0	-0.2	-0.09	-1.6%	5.5	0.0	0.17	.	2	-0.93	-10	-0.24	-4	1323
COCCNc1nc(C)cc(-c2cc(C(=O)NC3CCCC3)on2)n1	.	838	734	.	.	.	0.13	-0.07	.	.	-0.3	-0.22	7	.	0.33	.	-0.72	.	1353
O=C(CCC1COc2ccccc2O1)Nc1ccc(Cl)cn1 (stereo not drawn)	i	1286	719	-2.8%	3.3	2.3	-0.77	-0.26	0.4%	4.3	.	0.45	1	4	-0.5	-8	-0.26	-4	.
COc1ccc(C)cc1-n1nnnc1SCC(=O)Nc1cc(C)on1	i	.	680	-3.1%	3.4	1.5	1.7	2.1	5.4%	0.1	0.5	-0.036	-18	0	.	13	-0.18	-24	458
N#Cc1cc(Sc2ccccn2)c(Sc2ccccn2)cc1C#N	i	1087	.	-0.7%	4.8	3.0	0.11	0.048	-5.1%	4.7	0.4	-0.042	.	10	1.1	-9	-0.072	5	1129
Cc1onc(-c2c(Cl)cccc2Cl)c1C(=O)NCc1cccs1	i	864	698	-2.2%	3.7	1.6	1.5	2.5	-0.7%	2.2	5.3	-0.82	-22	25	1.1	7	-0.27	-1	482
c1ccc2c(C[n+]3csc4ccccc43)cccc2c1	i	.	.	0.9%	1.7	1.2	-0.53	-0.47	-1.6%	7.7	.	-0.024	.	2	.	12	-0.045	-1	.
COc1cc(NC(C(=O)Nc2cccc(C(C)=O)c2)c2ccccc2)cc(OC)c1OC (stereo not drawn)	i	1413	554	-3.3%	2.9	3.3	0.38	0.36	-0.5%	6.8	0.0	-0.41	-6	-1	0.56	2	-0.2	1	1114
CCC(=O)N1c2ccccc2NC2=C(C(=O)CCC2)C1c1ccco1 (stereo not drawn)	i	1238	735	4.4%	2.5	3.1	-0.075	0.33	-1.4%	6.0	0.0	0.74	-2	1	-0.43	-4	-0.3	4	1113
COc1ccc(NC(=O)CSc2nnc(-c3ccccc3Cl)n2Cc2ccco2)c(OC)c1	i	960	.	3.1%	2.0	2.0	-0.24	-0.52	-3.3%	5.9	0.7	0.86	.	-1	-0.25	3	-0.091	4	1206
O=S(=O)(NC1c2cccc3cccc(c23)C1Sc1ncccn1)c1ccccc1 (stereo not drawn)	i	1368	649	0.3%	1.2	1.3	0.066	0.064	-0.9%	8.2	2.3	0.25	13	9	-0.42	2	-0.28	30	1020
CC(Oc1ccc(Cl)cc1)C(=O)/C=C/N(C)C (stereo not drawn)	i	.	.	0.0%	2.9	2.4	-0.85	-0.59	-3.7%	5.4	.	0.6	.	-6	.	-10	-0.19	-43	.
COc1ccc(NC(=O)NC2(C(=O)N3CCCCCC3)CCCCC2)cc1	i	1316	.	-1.9%	2.6	2.6	-0.19	-0.46	-16%	3.4	-1.0	0.49	.	-1	0.22	0	-0.36	-2	904
CC(=O)c1cccc(Nc2cc(C)nc3c(C)cccc23)c1	.	1170	714	.	.	.	-0.55	-0.3	.	.	-1.4	0.34	-3	.	0	.	-0.27	.	1200
CO/N=C/c1ccc(Oc2ccc(C)cc2)nc1	i	.	.	-1.5%	4.0	1.2	-0.056	0.17	-3.6%	4.2	.	-0.85	.	7	.	21	-0.19	10	.
COc1cccc(CC(=O)NCC2(N3CCCCC3)CCCCC2)c1	i	1314	725	-1.0%	1.0	1.4	-0.49	-0.53	-9.4%	4.0	-1.5	1.1	-3	-8	-0.32	19	-0.3	-7	1095
CCOC(=O)c1c(C=O)c(C)n(Cc2ccccc2)c1C	i	1061	.	-0.2%	2.1	1.1	0.43	0.48	-2.5%	5.8	.	-0.39	.	-12	-0.14	21	0.14	13	.
Cc1ccc(S(=O)(=O)CNC(=S)c2ccc3ccccc3c2)cc1	i	943	805	-5.3%	2.3	1.4	0.51	0.12	-10%	7.1	-6.7	0.33	11	-20	0.58	0	-0.24	16	1121
COc1ccc(C2Oc3ccccc3N2C(C)=O)cc1 (stereo not drawn)	i	1579	.	1.0%	4.1	2.7	-0.32	-0.95	-2.3%	9.3	-0.4	-0.02	.	-15	0.51	-6	-0.29	1	1401
Cc1cc(C(=O)OCC(=O)Nc2cccnc2Cl)c2ccccc2n1	i	1303	651	0.7%	6.4	1.6	0.33	1	-16%	4.0	-1.8	-0.67	10	1	0.81	-10	0.067	17	1131
O=c1[nH]c(N/N=C\c2ccc3c(c2)OCO3)nc2ccccc12	i	1318	633	-3.2%	2.4	0.8	1.1	1.6	-14%	0.2	0.1	-0.85	11	-11	-1	-10	-0.23	9	1302
O=C(NCc1ccco1)C(c1ccccc1F)N(Cc1cccnc1)C(=O)Cn1nnc2ccccc21 (stereo not drawn)	i	1322	724	-5.3%	3.9	2.3	1.6	1.5	-5.7%	3.2	-5.6	-1.9	1	-5	0.24	-1	-0.072	8	1247
CCCNC(=O)CCNC(=O)c1ccc(C(C)(C)C)cc1	i	1493	.	0.4%	5.0	3.1	0.5	0.26	-3.3%	9.8	.	-1	.	-17	-1	-1	-0.17	-21	.
CC(C(=O)Nc1ccc2c(c1)OCO2)N1CCN(C)CC1 (stereo not drawn)	.	1475	709	.	.	.	-0.44	-0.82	.	.	-2.5	0.94	14	.	-0.14	.	-0.24	.	1205
CN(C)c1ccc(-c2nnc(-c3ccc(S(=O)(=O)C(F)F)cc3)o2)cc1	i	824	716	0.9%	4.9	3.6	0.19	0.29	-20%	2.3	-4.3	0.52	9	5	1.5	-13	-0.23	11	1088
NC(=O)C1=C[C@H](c2ccc(Br)cc2)C[C@H](OCc2ccc(CO)cc2)O1	i	1418	721	7.2%	3.2	1.6	0.17	-0.21	-12%	3.0	-1.2	-0.45	-25	7	0.88	2	-0.28	2	1170
CCn1cc(/C=C/C(=O)Nc2ccn(Cc3c(F)c(F)cc(F)c3F)n2)cn1	i	1330	724	-2.4%	3.0	3.1	-0.025	0.42	-5.7%	5.0	-2.0	-0.49	-5	-6	-0.37	-6	-0.28	16	587
Cc1ccc(N(CCCCN2C(=O)c3ccccc3C2=O)C(=O)c2cccc([N+](=O)[O-])c2)cc1	i	1130	.	-0.9%	1.5	1.7	-0.32	-0.15	-1.1%	9.4	1.3	0.63	.	23	-1.1	1	-0.23	3	1364
O=C(c1cc2c(s1)CCCC2)N1CCN(C(=O)C2CCCO2)CC1 (stereo not drawn)	i	1244	695	.	3.5	2.5	0.068	0.045	-3.4%	2.6	-1.8	0.76	0	-10	0.57	20	0.047	10	1094
C=CCn1c(SCc2csc(C)n2)nc2scc(-c3ccc(C)o3)c2c1=O	i	1327	758	0.7%	1.2	0.7	-0.65	-1.7	-3.3%	25	.	0.46	-25	1	-0.12	-26	-0.098	8	.
CCOc1ccccc1C(C(=O)NCCOC)N(CCOC)C(=O)Cn1nnc2ccccc21 (stereo not drawn)	i	1515	648	0.2%	4.0	1.6	0.95	1.4	2.6%	3.3	-1.6	-0.77	-19	7	-0.27	7	-0.19	9	977
COc1cc(C(=O)CCN2CCC(c3ccccc3)C2)cc(OC)c1OC (stereo not drawn)	i	.	609	-1.9%	3.1	3.6	1.3	1.9	-3.2%	13	-0.3	-1.8	0	-10	.	-33	-0.16	-5	964
CCOc1ccc(-n2c(COc3ccccc3)nnc2SCC(N)=O)cc1	i	1356	.	-1.4%	2.9	2.2	0.33	-0.24	-2.8%	5.4	-1.0	-1.1	.	-13	0.17	14	-0.25	-2	1007
COc1ccc(CNC(=O)CSc2nnc(C(F)(F)F)n2C)cc1	i	1283	686	1.8%	1.7	2.3	-0.11	-0.42	-3.6%	4.6	-0.1	0.8	-1	0	-0.01	-7	-0.32	-8	1067
CN(C)S(=O)(=O)c1cccc(NC(=O)COc2nc3ccccc3nc2N2CCOCC2)c1	i	766	586	1.8%	6.2	1.6	-0.4	-1	-3.6%	15	0.5	1.4	-4	9	-1.8	-4	-0.014	-4	898
